# High-throughput results: PubChem BioAssay, several laboratories
# HMGR II inh: E. faecalis class II HMG-CoA reductase inhibition. purified E. faecalis HMGR, NADPH absorbance 340 nm kinetic. inhibition, % at 10 µM. actives 0.41% (n = 190,000);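 active = inhibition above a set limit, the median over all tested compounds plus 3 SD, cut at about 9.5% in these data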;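 note: enzyme runs in reverse so mevalonate oxidation gives rising NADPH absorbance; 0% = complete reaction with DMSO and 100% = background rate lacking mevalonate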
# SRC2 TRFRET art: TR-FRET artefact, counter-screen to PPARgamma/SRC-2 agonist assay | stronger effect = higher value | actives 0.4% (n = 200,000) | TR-FRET ratio at 8 µM; in the data active = TR-FRET ratio above about 2000; note: inactives centre near 1500
# TNAP inh no acc: inhibitors of human TNAP without phosphate acceptor. P05186. purified TNAP, CDP-star luminescence, 30 min. inhibition, % at 20 µM. actives 0.26% (n = 200,000). AID 1012;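 active = tissue-nonspecific alkaline phosphatase inhibition above about 50% at 20 µM in the single-dose screen, limit read from the data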;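 note: 0% = DMSO negative control and 100% = EDTA positive control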
# Target sequence (P05186 whole entry, looked up): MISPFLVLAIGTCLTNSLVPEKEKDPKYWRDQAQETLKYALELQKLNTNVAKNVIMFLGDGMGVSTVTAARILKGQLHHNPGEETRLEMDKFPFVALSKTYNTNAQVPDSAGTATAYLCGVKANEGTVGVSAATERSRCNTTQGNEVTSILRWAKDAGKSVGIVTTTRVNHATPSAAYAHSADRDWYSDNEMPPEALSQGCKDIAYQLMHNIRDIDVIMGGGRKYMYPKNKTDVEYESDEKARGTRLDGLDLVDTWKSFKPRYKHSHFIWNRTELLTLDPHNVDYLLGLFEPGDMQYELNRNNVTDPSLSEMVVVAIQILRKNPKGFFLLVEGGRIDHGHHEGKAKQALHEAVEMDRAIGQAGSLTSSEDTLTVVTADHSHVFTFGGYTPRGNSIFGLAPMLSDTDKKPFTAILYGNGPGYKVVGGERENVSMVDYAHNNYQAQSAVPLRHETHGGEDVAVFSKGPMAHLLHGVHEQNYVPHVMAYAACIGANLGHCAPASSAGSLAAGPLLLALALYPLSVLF
# TNAP act hi DEA: TNAP (human) activation, high acceptor; P05186; purified TNAP, CDP-star luminescence, 1 M DEA, 30 min; stronger effect = higher value; 0 = EDTA background, 1 = DMSO-only activity; activation factor at 20 µM; 200,000 tested, under 10 active; AID 1136;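 active = activation factor at least 2 at 20 µM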
#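 system = human TNAP | amount = enzyme diluted 1/800 final | reagent = 100 µM CDP-star substrate | signal = luminescent substrate turnover signal | dosing = one dose, 20 µM | benchmarks = EDTA negative control, DMSO positive control | measure = activation factor | timing = 30 min reaction, room temperature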
# bIAP inhibitor: intestinal alkaline phosphatase (bovine) inhibition; purified bovine IAP, CDP-star luminescence, 30 min; inhibition, % at 20 µM; 190,000 tested, under 10 active;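 active = over 50% inhibition of intestinal alkaline phosphatase at 20 µM in the single-dose screen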
#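 Assay system – bovine IAP enzyme · Quantity – bovine IAP at 1/65,000,000 final dilution · Detection – CDP-star luminescence signal · Times – 30 min reaction at room temperature · Also added – CDP-star substrate at 30 µM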
# TNAP inh hi DEA: TNAP (human) inhibition, high acceptor | actives 0.03% (n = 200,000) | AID 1135 | P05186 | inhibition, % at 20 µM | purified TNAP, CDP-star luminescence, 1 M DEA;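 active = over 50% inhibition of tissue-nonspecific alkaline phosphatase at 20 µM in the single-dose screen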;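 note: plate controls were DMSO wells for no effect and EDTA-quenched wells as full inhibition for full effect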
# PPARg SRC-3 ag: promotes SRC-3 coactivator recruitment by human PPARgamma | P37231 | biochemical PPARgamma/SRC-3 coactivator recruitment assay | activation, % at 8 µM | actives 0.26% (n = 200,000); in the data active = activation above about 23%;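 note: 0% = DMSO and 100% = reference agonist; some compounds past the cut are filed as inactive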
# Target sequence (P37231 whole entry, looked up): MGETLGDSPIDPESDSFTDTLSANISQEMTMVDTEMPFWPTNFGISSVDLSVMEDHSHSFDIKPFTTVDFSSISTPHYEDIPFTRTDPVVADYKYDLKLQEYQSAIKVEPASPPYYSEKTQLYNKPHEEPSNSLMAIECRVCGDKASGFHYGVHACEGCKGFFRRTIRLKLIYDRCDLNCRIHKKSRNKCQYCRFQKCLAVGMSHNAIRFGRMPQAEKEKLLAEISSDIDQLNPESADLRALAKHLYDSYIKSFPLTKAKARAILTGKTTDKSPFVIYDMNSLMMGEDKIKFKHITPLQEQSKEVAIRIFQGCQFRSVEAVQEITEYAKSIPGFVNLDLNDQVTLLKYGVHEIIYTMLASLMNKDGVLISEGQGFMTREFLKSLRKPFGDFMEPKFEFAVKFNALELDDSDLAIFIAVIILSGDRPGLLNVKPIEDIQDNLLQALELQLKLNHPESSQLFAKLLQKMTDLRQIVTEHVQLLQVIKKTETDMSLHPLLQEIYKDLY
# PPARg SRC2 recr: agonists of SRC-2 recruitment by human PPARgamma. PPARgamma LBD-SRC-2 recruitment, biochemical. activation, % at 8 µM. actives 0.34% (n = 200,000). AID 1032; in the data active = activation above about 22%;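 note: 0% = vehicle and 100% = reference agonist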
# PPARg SRC-1 ag: promotes SRC-1 coactivator recruitment by human PPARgamma; actives 0.41% (n = 200,000); PPARgamma-SRC-1 coactivator recruitment biochemical assay; P37231; activation, % at 8 µM; in the data active = activation above about 19%;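 note: 0% = DMSO and 100% = reference agonist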
# bIAP act: intestinal alkaline phosphatase (bovine) activation | purified bovine IAP, CDP-star luminescence, 30 min; stronger effect = higher value; fold of DMSO-control signal, blank-subtracted | activation factor at 20 µM | actives 0.17% (n = 200,000);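 active = activation factor of 2 or more at 20 µM, a signal rise over negative controls twice the positive control's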
# * = called active by the depositor; . = not tested or not shown.
# The opening two records, to show the layout:
# Sequence of screens – HMGR II inh	SRC2 TRFRET art	TNAP inh no acc	TNAP act hi DEA	bIAP inhibitor	TNAP inh hi DEA	PPARg SRC-3 ag	PPARg SRC2 recr	PPARg SRC-1 ag	bIAP act
COc1ccccc1-c1nnc(NC(=O)c2ccc(S(=O)(=O)N(C)C)cc2)o1
  -3.8	1464	-16.4	1	12.0	-2.5	-1.2	3.2	-3.8	0.9
Cc1ccc2nc(SCC(=O)N3CCN(C(=O)c4ccco4)CC3)[nH]c2c1
  -1.1	1428	-23.1	1	-0.2	-4.7	-1.8	4.3	-7.9	1

# The whole of this part, from the first entry:
# Sequence of screens – HMGR II inh	SRC2 TRFRET art	TNAP inh no acc	TNAP act hi DEA	bIAP inhibitor	TNAP inh hi DEA	PPARg SRC-3 ag	PPARg SRC2 recr	PPARg SRC-1 ag	bIAP act
COc1ccccc1-c1nnc(NC(=O)c2ccc(S(=O)(=O)N(C)C)cc2)o1
  -3.8	1464	-16.4	1	12.0	-2.5	-1.2	3.2	-3.8	0.9
Cc1ccc2nc(SCC(=O)N3CCN(C(=O)c4ccco4)CC3)[nH]c2c1
  -1.1	1428	-23.1	1	-0.2	-4.7	-1.8	4.3	-7.9	1
CCC(C)NC(=O)Cn1cccc1C(=O)c1ccccc1 (stereo not given)
  5.2	1517	0.1	1	4.2	-4.1	-1.1	5.3	-0.8	1
C[C@@H]1CN(C(=O)c2nc3ccc(Cl)cn3c2CN2CCc3sccc3C2)C[C@H](C)O1
  -5.0	1684	-5.2	1	4.3	-0.9	4.2	14.7	5.1	1
CCOC(=O)c1cc2c(nc1N)CC(C)(C)OC2
  -12.1	1641	-13.0	1.1	26.5	-5.7	-13.7	0.7	-4.0	0.7
N#CCOC(=O)c1c2c(nc3ccccc13)CCC2
  2.3	1520	-4.5	1	-5.1	-2.7	2.7	4.4	7.4	1.1
O=C1/C(=C/c2cccs2)N=C(c2cccs2)N1Nc1ccccc1
  -1.1	1460	3.5	0.9	.	11.6	5.8	7.3	-0.8	0.5
O=C(c1ccc(F)cc1)c1ccc(CN2C(=O)c3ccccc3C2=O)o1
  -3.5	1713	-5.1	1	10.4	-3.8	7.9	3.0	6.3	0.9
COc1ccc(NS(=O)(=O)c2cc(C(=O)O)ccc2C)cc1
  -0.5	1636	-6.5	1	9.8	4.7	-9.8	0.5	12.8	0.9
CCn1c(CCNC(=O)c2cccs2)nnc1SCC(=O)NC1CCCCC1
  -4.3	1616	-8.3	1	9.9	0.4	7.6	1.3	-0.3	0.9
Oc1ccc(/C=C/c2nc(-c3ccccc3O)n(-c3ccccc3)n2)cc1
  0.8	1517	-7.3	1.1	-10.0	-5.2	1.9	6.4	1.5	1.1
O=C(CCCOc1ccccc1)Nc1ccc(S(=O)(=O)Nc2ccccn2)cc1
  -0.9	1513	-14.0	1	-20.2	-1.1	-6.7	-13.1	-1.6	1.2
O=C(NCc1ccccc1)N1CCC(CO)(CCc2ccccc2)CC1
  -5.6	1646	-12.8	1.1	-2.2	-7.5	3.8	11.6	5.7	1
c1ccc(N2CCN(Cc3ccnc4ccccc34)CC2)cc1
  0.7	1559	-13.4	1	6.3	-3.6	-1.2	0.9	5.9	0.9
N#Cc1c(SCc2nc3ccccc3[nH]2)nc2c(c1C(F)(F)F)CCC2
  .	1672	.	.	.	.	10.9	15.9	2.5	.
COc1ccc(-c2cc(C(F)(F)F)nc(SCC(=O)N3CCOCC3)n2)cc1OC
  0.0	1524	-9.1	1.1	0.5	-5.2	8.0	2.1	1.5	1
CCC(c1nnc(SCC(=O)Nc2nnc(-c3ccccc3)o2)n1Cc1ccccc1)N(C)C (stereo not given)
  -4.4	1621	0.8	1	1.6	-1.6	-2.4	0.1	9.7	1
COc1cc(-c2csc(CCn3nc(C)cc3C)n2)cc(OC)c1OC
  -3.1	1503	-5.9	1	-8.5	2.7	4.1	12.2	5.1	1.1
COc1cccc(C2CC(c3ccccc3Cl)Nc3ncnn32)c1 (stereo not given)
  .	1312	.	.	.	.	-12.0	-9.1	-1.8	.
CC(C)CNC(=O)CC(NCC(C)C)C(=O)O (stereo not given)
  -4.8	1761	-21.7	1	-1.9	-4.7	3.1	10.3	2.1	1
Fc1ccc(-c2ccc(/C=N\n3cnnc3)o2)cc1Cl
  -1.7	1527	-10.2	1	3.1	-4.4	0.7	-4.1	1.0	1
O=C(O)c1ccc(N2C(=O)c3cccnc3C2=O)cc1
  -0.6	1738	-3.7	1	-11.4	-1.8	-2.2	3.7	0.5	1.1
CC(C)N(CC(N)=O)C(=O)c1sc2cc(F)ccc2c1Cl
  0.1	1647	-4.3	1	-21.2	-4.8	0.5	1.1	1.1	1.2
COc1ccc(N2C(=O)CC(Nc3ccc(F)cc3)C2=O)c([N+](=O)[O-])c1 (stereo not given)
  -7.3	1739	-5.2	1	-3.9	-0.8	3.7	11.6	10.8	1
O=C(NCc1cccnc1)c1ccc(COc2ccccc2Br)cc1
  4.3	1698	-12.9	1.1	-18.0	-7.7	-1.8	5.3	-2.1	1.2
COc1cc(C(=O)N2CCN(c3cc(Cl)ccc3Cl)CC2)cc(OC)c1OC
  -0.4	1458	-16.2	1	5.4	-1.1	-1.4	2.9	-8.3	0.9
CCc1nnc(NS(=O)(=O)c2ccc(NC(=O)c3cccc(Cl)c3)cc2)s1
  -0.8	1697	-4.9	1	-6.4	-2.4	0.0	3.4	2.5	1.1
COc1ccccc1NC(=O)CSc1nc2ccccc2cc1Cc1ccccc1
  -6.0	1745	-9.2	1	13.2	-4.5	0.9	5.7	-0.4	0.9
COc1ccc(-c2cc(N3C(=O)Nc4ccccc4N3O)n[nH]2)cc1OC
  -2.0	1446	2.3	1	17.3	4.3	-2.2	-6.7	-5.8	0.8
Cc1ccc(C(=O)Nc2cccc(C(=O)O)c2)cc1S(=O)(=O)N1CCOCC1
  -4.2	1709	-12.9	1.1	0.8	-6.0	7.4	6.5	1.4	1

# (list continues)
# Sequence of screens – HMGR II inh	SRC2 TRFRET art	TNAP inh no acc	TNAP act hi DEA	bIAP inhibitor	TNAP inh hi DEA	PPARg SRC-3 ag	PPARg SRC2 recr	PPARg SRC-1 ag	bIAP act
CCOc1cc(C(=O)OCC(=O)Nc2ccc(SC(F)F)cc2)cc(OCC)c1OCC
  -0.5	1402	-16.0	1.1	-9.0	-7.7	-2.8	-6.5	-7.2	1.1
Cc1cc(C)n(-c2cc(N3CCOCC3)ncn2)n1
  -1.4	1556	-12.8	1	-16.8	-4.9	6.0	12.7	3.1	1.2
CCCc1nc2sc3c(c2c(=O)n1NC(=O)CCC(=O)O)CCCC3
  0.6	1636	-16.6	1	12.2	-4.9	8.2	-6.0	6.2	0.9
COc1ccc(Cn2nnnc2C(c2cc3cc(C)ccc3[nH]c2=O)N2CCOCC2)cc1 (stereo not given)
  -2.5	1480	-13.9	1.1	4.3	-6.7	3.3	2.2	-3.6	1
COCCN(C(=O)CNC(=O)c1cccs1)C(C(=O)NC1CCCC1)c1cccs1 (stereo not given)
  3.6	1701	1.8	1.1	-8.6	-7.9	-0.8	-2.5	6.1	1.1
N#Cc1c(-c2ccccc2)cc(C2CC2)nc1N
  -6.4	1310	-10.8	1.1	14.4	-5.5	-4.1	-2.5	1.1	0.9
COc1ccc2cc(C(=O)NCc3ccccc3)c(=Nc3ccc(C(=O)O)cc3)oc2c1
  -1.6	1683	-3.0	1	-3.1	-2.3	4.3	12.8	3.6	1
CCOC(=O)c1ccc(NC(=O)COc2ccc(S(=O)(=O)NC(C)C)cc2)cc1
  -2.4	1569	-9.0	1	7.4	-4.5	5.8	9.2	6.3	0.9
CCOC(=O)c1cccnc1SC(CC)C(=O)NCc1ccco1 (stereo not given)
  -0.6	1481	-10.2	1	3.9	0.8	-8.7	7.9	6.6	1
CCC(=O)OCc1cc2cccc(C)c2[nH]c1=O
  -0.9	1275	-4.0	1	1.7	-2.3	-10.9	-3.7	-5.0	1
CC(C)Oc1cccc(C(=O)C2CCCN(C(=O)CCn3cnnn3)C2)c1 (stereo not given)
  -1.6	1460	-7.6	1	-1.0	-4.0	6.3	3.3	-2.1	1
O=C(Nc1ccccc1C(F)(F)F)c1ccc(F)c(S(=O)(=O)N2CCOCC2)c1
  1.9	1264	-7.4	1	3.9	0.4	1.4	-0.4	7.6	1
CC(C)COC(=O)N1CCCC1C(=O)Nc1nccs1 (stereo not given)
  -3.2	1522	-10.9	1.1	-3.5	-7.5	3.8	2.2	3.4	1
N#CC1=C(N)NC(SCC(=O)c2ccccc2)=C(C#N)C12CCCC2
  -3.9	1502	-0.7	1	-15.2	2.6	1.8	4.3	5.9	1.2
CC1CCCCC1NCc1cccc([N+](=O)[O-])c1 (stereo not given)
  -2.0	1342	0.1	1	3.7	-1.5	-0.7	-7.8	-1.1	1
O=C(Nc1ccccc1NC(=O)c1csnn1)c1csnn1
  -1.2	1714	-2.1	1	3.4	1.0	3.2	4.1	1.3	1
CC(C)CC(NC(=O)c1ccc(Cl)cc1)C(=O)OCC(=O)c1ccc2c(c1)NC(=O)CO2 (stereo not given)
  -6.1	1449	-6.9	1	5.5	-4.8	1.2	-4.9	-8.9	0.9
Cc1ccc(Cl)cc1N1CCN(C(=O)C2CCN(S(C)(=O)=O)CC2)CC1
  -1.9	1464	-7.7	1	0.4	0.2	1.1	6.2	5.3	1
CC(C)(C)C(=O)Nc1nc(C2CCCN2S(=O)(=O)c2ccc(Cl)cc2)cs1 (stereo not given)
  -4.0	1336	-11.1	1	-0.4	-0.5	-10.2	2.2	-1.0	1
CCN(C(=O)Cn1c(=O)oc2ccccc21)c1cccc(C(F)(F)F)c1
  -2.9	1712	-1.0	1.1	13.7	-7.4	1.1	6.5	9.2	0.9
CCN(CCO)Cc1cc(=O)oc2cc3c(cc12)CCC3
  -2.5	1607	-5.2	1	-13.6	-2.5	4.3	4.0	11.1	1.1
CCCn1ncc(CN2CCC(CO)(CC3CCCCO3)CC2)c1C (stereo not given)
  -4.5	1544	-4.0	1	-6.6	-3.2	-0.7	-8.3	1.3	1.1
Nc1ccccc1C#Cc1ccccc1
  -9.6	1618	-3.0	1.1	4.5	-5.6	1.5	-3.4	13.3	1
[O-][n+]1c2c(nn1-c1ccc(Cl)c(Cl)c1)-c1nonc1CC2
  -7.1	1478	-11.5	1	-7.4	-4.6	-1.2	-1.5	-9.5	1.1
O=C(Nc1ccc(CN2CCOCC2)cc1)c1ccc(N2CCCC2)c([N+](=O)[O-])c1
  1.8	1597	0.8	1	-0.6	2.7	-0.2	-3.3	6.3	1
O=C(Oc1ccc(-c2cnc3ccccc3n2)cc1)c1ccc(Cl)c([N+](=O)[O-])c1
  1.1	1433	-3.2	1	39.5	-0.5	4.6	-1.2	-3.9	0.6
O=C(CCS(=O)(=O)Cc1ccccc1F)NCc1ccccc1Cl
  2.6	1767	-10.5	1.1	3.3	-5.7	6.3	10.8	1.2	1
COc1ccccc1NC(=S)NCCSc1ccc(C)cc1
  -8.7	1549	-18.4	1	6.4	-2.3	0.2	1.2	9.6	0.9
CC(/C=N\N1CCN(Cc2ccc(C)cc2)CC1)=C\c1ccccc1
  2.6	1624	-42.6	1	19.4	2.0	-1.7	-3.5	0.5	0.8
CCc1ccccc1NC(=O)N[C@@H](C)C(=O)O
  -5.8	1471	-18.8	1.1	15.2	-6.8	12.0	0.4	10.8	0.8
